Assay outcomes from PubChem.
TRPC4 potent: allosteric potentiators of mouse TRPC4 channel; HEK293 TRPC4beta/mu-opioid, DAMGO EC20, Fluo-4 Ca2+ flux; hits give high values; B-score at 10 µM; AID 2227; actives 0.42% (n = 310,000); Q9QUQ5;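 active = B-score of calcium response area above 5 SD of library B-scores, with initial fluorescence ratio within 5 SD of library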;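 note: B-score of integrated fluorescence ratio over time as area under calcium response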
TRPC4 agonist: opens the mouse TRPC4 cation channel. HEK293 TRPC4beta/mu-opioid, Fluo4 calcium fluorescence; hits give high values. B-score at 10 µM. actives 0.49% (n = 310,000);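 active = B-score above 5 SD of library B-scores, and initial fluorescence ratio not above library mean plus 5 SD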;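 note: positive B-score marks a calcium rise read as TRPC4 activation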
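Material: HEK293 stable line with TRPC4beta plus mu-opioid receptor; technique: Fluo4 calcium-sensitive dye fluorescence, kinetic, 1 Hz baseline; timing: Fluo4 dye loading 45 min at room temperature, 110 s recording; controls: assay buffer as low control, maximal DAMGO as high control; read-out: integrated baseline-normalised fluorescence ratio, converted to per-well B score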
aSyn 5UTR inh: 5' untranslated region of α-synuclein, MLPCN primary screen | alpha-synuclein 5'UTR reporter, inhibitor activity | inhibition, % (tested at 7.5 µM) | actives 0.82% (n = 300,000) | AID 1813; in the data active = inhibition above about 60%;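 note: H4 neuroglioblastoma cells stably carrying SNCA 5'UTR luciferase fusion; 0% = DMSO wells and 100% = positive control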
SKKanGAS inh: blocks kanamycin growth of S. pyogenes SKKanGAS strain; BacTiter-Glo, 6 h; inhibition, % at 7.5 µM; actives 1.3% (n = 300,000);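 active = mean replicate score, as percent of positive control median, at least 50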;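 note: strain carries kanamycin resistance gene driven by streptokinase promoter and grows in 40 µg/ml kanamycin; loss of luminescence reflects streptokinase promoter inhibition or plain growth inhibition; 0% = median of DMSO wells and 100% = positive control at its reference dose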
TRPC6 act: activates the mouse TRPC6 cation channel; actives 0.13% (n = 310,000); B-score at 10 µM; Q61143; HEK293-TRPC6 membrane potential dye fluorescence; hits give high values;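 active = B-score of the integrated fluorescence ratio above library mean plus 3 SD, and starting fluorescence ratio within library mean plus 5 SD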;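 note: higher score means more depolarization so channel activation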
Target sequence (Q61143 whole entry, looked up): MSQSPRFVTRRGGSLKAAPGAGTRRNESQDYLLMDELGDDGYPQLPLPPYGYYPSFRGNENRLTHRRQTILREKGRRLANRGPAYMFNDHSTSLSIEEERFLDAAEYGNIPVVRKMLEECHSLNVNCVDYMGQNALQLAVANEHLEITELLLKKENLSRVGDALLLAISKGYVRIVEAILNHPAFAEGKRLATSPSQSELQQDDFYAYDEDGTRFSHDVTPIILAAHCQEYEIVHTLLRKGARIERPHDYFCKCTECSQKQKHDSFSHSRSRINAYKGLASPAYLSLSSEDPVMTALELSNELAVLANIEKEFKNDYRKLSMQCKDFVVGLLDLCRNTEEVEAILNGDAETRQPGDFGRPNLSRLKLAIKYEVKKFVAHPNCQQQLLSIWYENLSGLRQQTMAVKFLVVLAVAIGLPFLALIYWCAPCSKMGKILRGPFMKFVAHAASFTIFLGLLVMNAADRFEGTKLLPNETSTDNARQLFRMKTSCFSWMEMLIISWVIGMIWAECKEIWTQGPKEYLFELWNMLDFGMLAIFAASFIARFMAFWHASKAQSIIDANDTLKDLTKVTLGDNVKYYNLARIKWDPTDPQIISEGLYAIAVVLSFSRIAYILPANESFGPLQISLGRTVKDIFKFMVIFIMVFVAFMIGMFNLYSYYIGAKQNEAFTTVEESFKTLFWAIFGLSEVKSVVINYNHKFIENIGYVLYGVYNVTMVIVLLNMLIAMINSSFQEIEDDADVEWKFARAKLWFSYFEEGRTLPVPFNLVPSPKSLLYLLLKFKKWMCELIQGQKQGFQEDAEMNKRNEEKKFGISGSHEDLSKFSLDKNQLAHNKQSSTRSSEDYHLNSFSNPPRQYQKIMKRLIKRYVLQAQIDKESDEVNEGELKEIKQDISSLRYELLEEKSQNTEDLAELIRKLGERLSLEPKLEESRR
TRPC6 inh: inhibitors of mouse TRPC6 channel; B-score at 10 µM; AID 2553; actives 1.1% (n = 310,000); HEK293-TRPC6, membrane potential dye, ACh-evoked depolarization; hits give low values;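 active = B-score under library mean minus 3 SD, initial fluorescence not abnormally high, positive integrated signal ratio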;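 note: B-score derived from integrated fluorescence ratio over the kinetic read; more negative B-score means stronger inhibition of depolarization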
KLF5 inhibitor: kruppel-like factor 5 inhibition; DLD-1 KLF5 promoter-luciferase reporter, luminescence; AID 1700; actives 0.23% (n = 290,000); inhibition, % at 5 µM;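 active = inhibition above a per-plate limit of that plate's mean compound inhibition plus 3 SD, cut at about 60% in these data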;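 note: 0% = DMSO wells and 100% = LY294002 at 200 µM; higher means less KLF5 promoter-driven luciferase light; inactives centre near -14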
HIF act: HIF pathway transcriptional activation; U2OS HRE-luciferase reporter, luminescence; normalized: DMSO 0%, desferrioxamine 100%; activation, % at 7.5 µM (by protocol); actives 0.32% (n = 300,000); AID 1910;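 active = mean activation of at least 10% of the iron chelator positive control signal, with at least half of replicates also reaching 10%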
IEC-6 cytotox: counter-screen for KLF5 inhibitors: cytotoxicity in IEC-6 cells; IEC-6 cytotoxicity, luminescence viability; actives 0.78% (n = 290,000); AID 1825; inhibition, % at 5 µM; in the data active = inhibition above about 22%;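 note: 0% = plate median of test compound wells and 100% = cytotoxic reference compound wells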
TRPC4 block: blocks the mouse TRPC4 cation channel. Q9QUQ5. HEK293 TRPC4beta/mu-opioid, DAMGO-evoked Fluo4 calcium flux; hits give low values. B-score at 10 µM. actives 0.39% (n = 300,000);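 active = B-score over 3 SD under the library average, no early fluorescence shift, positive overall ratio signal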
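material = TRPC4beta/mu-opioid receptor HEK293 cell line | probe or stimulus = sequential submaximal and maximal DAMGO stimulation | compound dosing = one concentration per compound | measured by = Fluo4 Ca2+ flux fluorescence | evaluation = integrated fluorescence ratio relative to baseline, converted to per-well B score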
MrgX1 antag: blocks BAM8-22 activation of human MrgX1 receptor; Q96LB2; MRGX1-HEK293 calcium flux, Fluo-4, BAM8-22 antagonism; hits give low values; B-score at 10 µM; actives 1.3% (n = 310,000);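 active = calcium-response B-score plate-corrected more than 3 library SD below zero, starting fluorescence within 5 deviations, no agonist response on first addition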;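 note: peak minus trough fluorescence over baseline after final BAM8-22 challenge near maximal dose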
An asterisk follows results filed as active; i = inactive; / = no result given.

SMILES	TRPC4 potent	TRPC4 agonist	aSyn 5UTR inh	SKKanGAS inh	TRPC6 act	TRPC6 inh	KLF5 inhibitor	HIF act	IEC-6 cytotox	TRPC4 block	MrgX1 antag
CC(Oc1ccc(Cl)cc1Cl)/C(N)=N/O (stereo not drawn)	i	i	-4	-2	i	i	8	-0.8	-2	i	i
COc1cccc(/C=C/C(=O)OCC(=O)Nc2cccc(S(=O)(=O)N3CCOCC3)c2)c1OC	i	i	-7	-4	i	i	-10	0.0	-2	i	i
CC(C)C(=O)N1CCC(CN=CC2=C(O)CC(C)(C)CC2=O)CC1	i	i	17	1	i	i	-12	0.1	0	i	i
Cc1cc(C)cc(C(=O)NCC(=O)N2CCN(C(c3ccccc3)c3ccccc3)CC2)c1	i	i	19	16	i	i	4	-0.3	-3	i	i
COc1ccccc1N1CCN(C(=O)Nc2cccc(C)c2)CC1	/	/	-22	2	/	/	-35	1.7	-1	/	i
CCc1ccc(S(=O)(=O)Nc2cc3c(cc2C)n(C)c(=O)n3C)cc1	i	i	-92	-4	i	i	40	1.2	48*	i	i
CCn1cc(C(=O)OC)c(=O)c2cc(S(=O)(=O)N(C)C3CCCCC3)ccc21	i	i	28	-5	i	i	-33	0.3	-10	i	i
COc1ccc(N2CCN(S(=O)(=O)CCNC(=O)C3CCCCC3)CC2)cc1	i	i	12	-4	i	i	-37	-0.6	-3	i	i
CCCCn1c(N)c(N(CCOC)C(=O)C2CC(=O)N(c3cccc(SC)c3)C2)c(=O)[nH]c1=O (stereo not drawn)	i	i	9	-3	i	i	/	0.0	/	i	i
COc1cc(OC)cc(C2C(C#N)=C(N)Oc3n[nH]c(-c4cccnc4)c32)c1 (stereo not drawn)	i	i	6	1	i	i	-5	-0.2	-1	i	i
Cc1cc(=O)n2nc(N3CCC(C(=O)N4CCN(c5ccccc5)CC4)CC3)sc2n1	i	i	13	2	i	i	-43	-0.8	-1	i	i
C=CCc1cccc(/C=N/NC(=O)c2ccccc2Br)c1O	i	i	2	11	i	i	-35	1.0	22	i	i
Cc1cccc(/C=N\NC(=O)c2ccc(Cl)cc2)c1O	i	i	57	93*	i	i	-50	42*	23*	i	i
O/N=C/c1ccc(OCc2ccccc2F)c(Cl)c1	i	i	-92	-13	i	i	-186	2.2	2	i	i
CCOc1ccc(N2C(=O)CC(Sc3ncccn3)C2=O)cc1 (stereo not drawn)	i	i	12	5	i	i	-9	-0.6	-3	i	i
CC(=O)Nc1ccc(Nc2ncnc3c2nnn3Cc2ccccc2Cl)cc1	i	i	9	1	i	i	-41	0.3	1	i	/
O=C(O)CCNc1nc(-c2ccccc2)nc2ccccc12	i	i	-12	-1	i	i	11	0.6	7	i	i
CC(=O)c1cccc(NC(=O)COC(=O)c2ccc(S(C)(=O)=O)c([N+](=O)[O-])c2)c1	i	i	-52	22	i	i	-15	5.0	-3	i	i
O=c1c2ccccc2c(C=NC2CCN(Cc3ccccc3)CC2)c(O)n1Cc1ccc2c(c1)OCO2	i	i	25	10	i	i	-2	-0.8	-1	i	i
COc1ccc(NC(=O)CCN2CCN(S(=O)(=O)c3cc(Cl)ccc3OC)CC2)cc1	i	i	13	3	i	i	-28	-0.1	0	i	i
CCCCCC(=O)Nc1nc(C)c(-c2csc(Nc3cc(OC)ccc3OC)n2)s1	i	i	37	15	i	i	15	-0.2	3	i	i
COc1cc(C(=O)OC(C)CN2CCCC2)cc(OC)c1OC (stereo not drawn)	i	i	0	-2	i	i	-5	-0.3	-3	i	i
CCOc1ccc(/C=C2\SC(=S)N(Nc3ccccc3)C2=O)cc1OC	i	i	-24	-6	i	i	3	0.3	0	i	i
Cc1cccc(NC(=O)CN2C(=O)S/C(=C\c3cc(C)n(C)c3C)C2=O)c1	i	i	-4	0	i	i	-33	-0.3	-11	i	i
CCCCC(=O)Nc1cc(N(C)C)nc2ccccc12	i	i	10	2	i	i	-9	0.3	10	i	i
CCN(CC)S(=O)(=O)c1ccc2[nH]cc(C(=O)NCCc3ccccc3)c(=O)c2c1	i	i	-9	3	i	i	-21	-0.5	-2	i	i
c1ccc(Nc2nc(N3CCCCC3)nc(N3CCNCC3)n2)cc1	30*	i	4	7	i	-5.6*	-32	-0.1	-1	i	i
CC(=O)N1CCN(CC(=O)Nc2ccccc2C(=O)NCc2ccc(C)cc2)CC1	i	i	-1	-5	i	i	-3	0.1	2	i	i
COCCn1c(C)cc(C(=O)COC(=O)CCc2ccc(S(=O)(=O)N3CCOCC3)cc2)c1C	i	i	-20	-1	i	i	-27	0.2	-5	i	i
Cc1ccc(CNC(=O)c2cccc(S(C)(=O)=O)c2)cc1	i	i	9	-3	i	i	-27	0.1	-8	i	i
CCOc1cccc(-c2nc3c(s2)CCc2onc(-c4cccc([N+](=O)[O-])c4)c2-3)c1	i	i	11	-11	i	i	/	-0.1	/	i	i
COc1ccccc1C(=O)NCCC(=O)Nc1ccc(OC(F)(F)F)cc1	i	i	-6	-3	i	i	-2	-2.8	5	i	i
COc1cccc(=O)c2c(C)oc(C)c12	i	i	/	/	i	i	-25	/	1	i	i
CCCC[C@@H]1C[C@H]1[C@@H](NC(=O)c1ccco1)c1ccc(Cl)cc1	i	i	-30	17	i	i	-16	-0.1	-6	i	i
CCOC(=O)Cn1cnc2c(nnn2-c2ccc(OC)cc2)c1=O	i	i	-24	-2	i	i	-13	0.6	-3	i	i
Cc1nn(-c2ccccc2)c(N2CCCC2)c1/C=N/NC(=O)c1cc2ccccc2cc1O	i	i	19	16	i	i	-19	0.4	-2	i	i
COc1ccc(Cc2nnc(NC(=O)c3ccc(F)cc3)s2)cc1OC	i	i	0	-3	i	i	-23	2.9	-5	i	i
OC1CCCN(Cc2cn(Cc3ccccc3)nc2-c2cc3ccccc3o2)C1 (stereo not drawn)	i	i	-9	3	i	i	-33	0.0	-2	i	i
O=C(NNC(=O)c1ccc(NC(=O)c2ccccc2)cc1)Nc1ccccc1	i	i	-22	15	i	i	-20	-1.0	-4	i	i
Cc1ccccc1Cn1nc(C)c(NC(=O)C2c3ccccc3Oc3ccccc32)c1C	i	i	23	5	i	i	-10	0.0	4	i	i
CN(C)c1ccc(N=C/C=C2/N(C)c3ccccc3C2(C)C)cc1	i	i	-84	7	i	i	-37	0.7	-2	i	/
COC(=O)c1nnn(Cc2ccccc2)c1N	i	i	-11	0	i	i	-3	-0.4	0	i	i
COc1cc(NC(=O)Cn2cnc(S(=O)(=O)N3CCCCC3)c2)cc(OC)c1OC	i	i	-3	-3	i	i	11	0.4	5	i	i
O=C(COc1cc2oc(=O)c3c(c2cc1Cl)CCCC3)NCC1CCC(C(=O)O)CC1 (stereo not drawn)	i	i	8	8	i	i	-1	0.5	-2	i	i
O=S(=O)(c1ccccc1)c1nc(-c2ccc(F)cc2)oc1N1CCOCC1	i	i	0	-3	i	i	6	0.6	6	i	i
O=C(Cn1c2ccc(F)cc2c2nc3n(c(=O)c21)CCS3)NCC1CCCO1 (stereo not drawn)	i	i	17	6	i	i	-2	-0.2	4	i	i
COc1ccc(CCNC(=O)CCCN2C(=O)C(c3ccccc3)Oc3cccnc32)cc1OC (stereo not drawn)	i	i	-2	0	i	i	-7	-0.6	13	i	i
CC(C)COP(=O)(OCC(C)C)C(Nc1ccccc1)c1ccc(F)cc1 (stereo not drawn)	i	i	23	0	i	i	5	-0.2	10	i	i
CCCCNCc1cccn1-c1ccccc1	i	i	9	4	i	i	0	-0.2	1	i	i
CCCC(=O)Nc1ccc(Br)cn1	i	i	-2	-1	i	i	-42	0.1	-4	i	i
O=C(NNC(=O)C1C2C=CC(C2)C1C(=O)O)c1ccccc1O (stereo not drawn)	i	i	7	-1	i	i	-77	-0.1	-2	i	i
CCN(C(=O)CN1c2ccccc2CC1C)c1c(N)n(Cc2ccccc2)c(=O)[nH]c1=O (stereo not drawn)	i	i	-1	0	i	i	-18	-0.1	3	i	i
CCOC(=O)N1CCN(C(=O)C2CCN(S(=O)(=O)N3CCC4(CC3)OCCO4)CC2)CC1	i	i	18	2	i	i	-1	0.2	0	i	i
CC(=O)Nc1ccc(-c2csc(NCCc3ccccc3)n2)cc1	i	i	-141	-11	i	i	-50	1.6	0	i	i
Cc1ccc(NC(=O)CN(C)C(=O)c2n[nH]c(=O)c3ccccc23)cc1	i	i	-9	-4	i	i	-21	-0.2	-1	i	i
CC1c2ccccc2N(NC(=O)Cc2ccccc2)C1C (stereo not drawn)	i	i	-4	-4	i	i	4	-0.2	16	i	i
Cc1ccc(C)c(CSc2nnc(CCN)o2)c1	i	81*	11	6	i	i	-25	0.1	0	i	i
CCN(C(=O)COC(=O)CNC(=O)c1ccc2ccccc2c1)C1CCS(=O)(=O)C1 (stereo not drawn)	i	i	12	0	i	i	-23	-0.5	3	i	i
CC(C)(C)c1ccc(S(=O)(=O)NCc2ccc(C(=O)NCc3ccccn3)cc2)cc1	i	i	-16	4	i	i	-24	-0.4	4	i	i
CN(CCC#N)C(=O)COC(=O)c1ccc2c(=O)n3c(nc2c1)CCC3	i	i	-30	9	i	i	-8	-0.1	3	i	i
